CD40 NFkB inh = CD40 pathway inhibition in BL2 cells | BL2 NF-kB luciferase reporter, CD40L-induced, 4 h | inhibition, % at 10 µM | hit rate 0.94% among 83,000;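 active = mean inhibition of at least 50% with a set share of replicates also reaching that level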;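 note: 0% = neutral control wells and 100% = IKK inhibitor VII at 50 µM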
* marks the source's active call; other numbers are inactive results; & = joins results of further samples; [ ] = another dose, or the depositor's remark. A portion of the library (hit frequency here may not be typical).

SMILES	CD40 NFkB inh
O=C(CC(F)(F)F)N1C[C@H]2[C@@H](c3ccccc31)[C@@H](CO)N2C(=O)c1ccncc1	0.6[25 µM]
CCCNC(=O)N(C)C[C@@H]1Oc2cc(C#C[C@H](C)O)ccc2S(=O)(=O)N([C@H](C)CO)C[C@H]1C	8.6[25 µM]
COC(=O)c1ccsc1NC(=O)c1ccccc1	3.6
O=C(NCCc1ccccc1F)C1CCCN1S(=O)(=O)c1ccc2ccccc2c1 (stereo unspecified)	10.1
CSCCC(NC(=O)c1ccc(Br)cc1)C(=O)O (stereo unspecified)	-0.2
C[C@H]1CN([C@@H](C)CO)C(=O)CCCn2nncc2CO[C@@H]1CN(C)S(=O)(=O)c1cn(C)cn1	2.1[25 µM]
c1ccc(Cc2nnc3n2N=C(c2ccccc2)CS3)cc1	10.4
CCOC(=O)N1CCC(NC(=O)c2cccc3c2C(=O)N(Cc2cccnc2)C3)CC1	10.8
COc1ccccc1C(=O)NCCC(=O)N(C)CC(=O)Nc1c(Cl)cccc1Cl	2.7
Cc1cc(NS(=O)(=O)c2ccc(NC(=O)Cc3ccc(Cl)c(Cl)c3)cc2)no1	-7.6
CC(C(=O)NN=C(c1ccccc1)c1ccccc1)N1CCCC1 (stereo unspecified)	2.5
c1ccc(-n2c(SCc3ccncc3)nnc2-c2ccco2)cc1	6.5
CN(C)c1nc2n(c(=O)n1)CCS2	6.1
O=C(Nc1cccc(Cl)c1)N1C[C@@H]2[C@H](c3ccccc31)[C@H](CO)N2C(=O)c1ccncc1	6.3[25 µM]
C/C=C/c1ccc([C@H]2[C@@H](C#N)N(c3nc(CC)cs3)[C@@H]2CO)cc1	-4.0[25 µM]
COC(=O)Cn1c(C(F)(F)F)nc2ccccc21	4.0
CCOc1ccccc1N1CCN(C(=O)c2cccc(S(=O)(=O)N3CCOCC3)c2)CC1	4.7
Cc1cc(C)c2nc(N(CCCN(C)C)C(=O)c3ccc4c(c3)CCCC4)sc2c1	28.0
Cc1ccc(CCCOC(=O)CN2CCCCC2)cc1	5.5
COc1cc(CN2CC3(CN(C(=O)Nc4c(C)noc4C)C3)c3c([nH]c4cc(OC)ccc34)[C@@H]2CO)cc(OC)c1	-2.2[25 µM]
C/C=C/c1ccc([C@@H]2[C@@H](CO)N(C(=O)C3CCC3)[C@H]2CN(CC)C(=O)CC)cc1	5.1[25 µM]
O=C1CNC[C@H]2[C@@H](c3ccc(C#CC4CCCCC4)cc3)[C@@H](CO)N12	-21.5[25 µM]
CCC(=O)N(C)C[C@H]1Oc2ncc(C#Cc3ccccc3OC)cc2C(=O)N([C@H](C)CO)C[C@@H]1C	4.5[25 µM]
COc1cc(-c2cc(-c3nnco3)c3ccccc3n2)cc(OC)c1OC	1.1
O=C(CSC1=Nc2ccccc2C2CC=NN12)Nc1ccc2c(c1)OCO2 (stereo unspecified)	-28.6
Cc1ccn(CC(=O)NC2CCCN(Cc3ccccc3F)C2)n1 (stereo unspecified)	-2.9
CCCOc1ccc(-c2nc[nH]c2[N+](=O)[O-])cc1	3.8
Cc1sc2ncnc(SCC(=O)N3CCCC(C(N)=O)C3)c2c1C (stereo unspecified)	-5.4
COc1ccc(NC(=O)CN(C)C(=O)c2ccc(COc3ccccc3)cc2)cc1	5.0
O=C(Nc1nc2c(s1)CCCC2)c1cc(-c2ccncc2)nc2ccccc12	-28.1
CNC[C@@H]1Oc2ccc(NS(C)(=O)=O)cc2CC(=O)N(C)C[C@H]1C	0.6
CSc1ncc(CN2CCc3c([nH]c4ccccc34)C2c2cccc(O)c2)cn1 (stereo unspecified)	1.9
O=C(CSc1ccc(Cl)cc1)OCC(=O)N1CCN(c2ccccc2)CC1	0.0
COc1ccc(NC(=O)N[C@@H]2CC[C@@H](CCNC(=O)CN3CCOCC3)O[C@@H]2CO)cc1	4.0[25 µM]
CN(C)S(=O)(=O)c1ccc(C(=O)OCC(=O)c2csc(N3CCCCC3)n2)cc1	-1.5
CO[C@H]1CN(C)C(=O)c2ccc(NS(C)(=O)=O)cc2OC[C@H](C)N(C(=O)CN(C)C)C[C@H]1C	-8.3[25 µM]
CN(C)C(CNC(=O)CCc1nc2ccccc2s1)c1ccccc1 (stereo unspecified)	-5.0
O=C(c1ccccc1F)N1CC(=O)N2[C@H](CO)[C@@H](c3ccc(C#Cc4ccccc4)cc3)[C@H]2C1	-13.2[25 µM]
CC(C)NC(=O)N1[C@@H](C#N)[C@H](c2ccc(C#CC3CCCC3)cc2)[C@@H]1CO	10.5
COC(=O)c1ccc(OCC(=O)NC2CCCCCCC2)cc1	-2.9
Cc1cc[n+](CCC(=O)O)c2ccccc12	-3.1
O=C(O)C(C=C(Cl)Cl)N1CCOCC1 (stereo unspecified)	5.5
Cc1noc(C)c1CSc1nnc(-c2ccccc2)o1	-4.3
CCCC(=O)Nc1nnc(S(=O)(=O)N2CCCC2)s1	6.7
Cc1nnc(SCC(=O)Nc2ccc(N3CCOCC3)cc2)n1Cc1ccccc1	3.8
COc1ccc(NC(=O)CN(C)C(=O)c2csc3c2CCCC3)cc1	-3.6
COc1ccccc1CN1[C@@H](CO)[C@@H]2c3ccccc3N(C(=O)C3CCCC3)C[C@@H]21	8.2
C[C@H](CO)N1C[C@H](C)[C@@H](CN(C)C(=O)Nc2cccc(F)c2)Oc2cc(C#CC3(O)CCCC3)ccc2S1(=O)=O	-11.7[25 µM]
CCNC(=O)Nn1c(C)nnc1C	-1.5
CCc1noc(C)c1C(=O)NCCc1c[nH]c2ccccc12	4.6
CCCN1[C@H](CO)[C@H](c2ccc(C3=CCCC3)cc2)[C@H]1CNC(=O)NC(C)C	3.1[25 µM]
CN1C(=O)c2cc(NS(=O)(=O)c3cccc(F)c3)ccc2OC[C@H]2O[C@H](CC(=O)N3CCc4ccccc4C3)CC[C@H]21	-0.9[25 µM]
COc1ccc(C(=O)[C@H]2[C@H]3C(=O)N(c4ccccc4)C(=O)[C@H]3C3C=CC=NN32)cc1 (stereo partly specified)	-44.8
CCN(CC)S(=O)(=O)c1cc(C(=O)O)ccc1OC	9.8
c1ccc(CCc2cccnc2)cc1	6.1
c1ccc(-c2nnc(C(c3ccccc3)c3ccccc3)o2)cc1	-3.8
Cc1ccc(S(=O)(=O)N2C[C@@H]3N[C@H](C2)C3c2ccc(/C=C/c3ccccc3)cc2)cc1 (stereo partly specified)	28.0&20.1
O=[N+]([O-])c1cc2ccccc2nc1-c1ccccc1	-2.9
O=C(CCC(=O)c1cccs1)NC(c1ccccc1)c1ccccc1	3.2
CCOc1ccccc1N1CCN(C(=O)COc2ccc3c(C)cc(=O)oc3c2)CC1	9.1

The list continues:
SMILES	CD40 NFkB inh
CC(C#N)Sc1ccc(S(=O)(=O)N(C)C2CCCCC2)cn1 (stereo unspecified)	10.1
CCN1CCc2nc(NC(=O)CC(c3ccccc3)c3ccccc3)sc2C1	-1.0
Cc1ccc2nc(NS(C)(=O)=O)sc2c1	-1.1
Cc1ccc(CCNC(=O)Cn2cccc2)cc1	-6.3
Cn1c(CCNC(=O)c2ccccc2)nc2cc(NC(=O)c3ccco3)ccc21	-40.5
CN(Cc1ccccc1)C(=O)C(Cc1ccc2ccccc2c1)NC(=O)C1CCCN1C(=O)Nc1ccccc1[N+](=O)[O-] (stereo unspecified)	15.2[25 µM]
C[C@@H]1CN([C@@H](C)CO)C(=O)c2cc(NC(=O)Nc3ccc(C(F)(F)F)cc3)ccc2O[C@@H](C)CCCCO[C@H]1CN(C)S(=O)(=O)c1ccc(Cl)cc1	13.2[25 µM]
CC(C)C1Nc2ccc(C(=O)N3CCN(c4ccccn4)CC3)cc2NC1=O (stereo unspecified)	5.7
COc1cc(S(N)(=O)=O)c(OC)cc1N	5.9
COCCn1c(=O)[nH]c2cc(C(=O)NCc3cccnc3)ccc2c1=O	20.0
CO[C@H](CN(C)CC1CCOCC1)[C@@H](C)CN(C(=O)Nc1ccc(F)cc1)[C@H](C)CO	-29.0[25 µM]
CN1CCN(C(=O)C[C@H]2C[C@@H]3c4cc(NS(C)(=O)=O)ccc4O[C@@H]3[C@@H](CO)O2)CC1	-7.7[25 µM]
CN1CCN(Cc2nc3c(c(=O)[nH]c(=O)n3C)n2CCc2ccccc2)CC1	8.1
C[C@H](CO)N1C[C@H](C)[C@@H](CN(C)C(=O)C2CCOCC2)Oc2ncc(-c3cccc(C#N)c3)cc2C1=O	-18.8[25 µM]
NC(=O)c1ccc(C(F)(F)F)cn1	4.7
CC(=O)N1CCN(C(=O)c2ccc(-c3cccc(C(F)(F)F)c3)o2)CC1	6.6
CCOC(=O)C1(C)CCN1C(=O)c1cc(F)cc(F)c1 (stereo unspecified)	4.3
CCOC(=O)C1(C)CCCN(C(=O)c2ccc(OC)cc2OC)C1 (stereo unspecified)	-4.9
Cc1ccc(NC(=O)c2ccc(CSc3nnc(-c4ccncc4)n3C)cc2)cc1	-29.8
CSc1ccccc1NC(=O)Nc1cccc(Cl)c1C	4.3
C[C@@H]1CN([C@@H](C)CO)C(=O)c2cc(N(C)C)ccc2O[C@H]1CN(C)Cc1ccc(Oc2ccccc2)cc1	3.2[25 µM]
CC(=O)N1[C@H](CNC(=O)C2CC2)[C@@H](c2ccc(-c3ccccc3)cc2)[C@@H]1CO	-15.9[25 µM]
Cn1cc(CC(=O)NCCCN2CCOCC2)c2ccccc21	16.2
CC1CCN(C(=O)COC(=O)c2ccccc2NC(=O)c2ccco2)CC1	-17.0
CCc1ccc(NC(=O)C(=O)NCC2CCCN2S(=O)(=O)c2cccs2)cc1 (stereo unspecified)	22.9
O=C(C[C@H]1CC[C@H]2[C@@H](COC[C@@H](O)CN2Cc2cc(F)cc(F)c2)O1)Nc1nccs1	5.6[25 µM]
Cc1sc2nc(CSc3ncn[nH]3)[nH]c(=O)c2c1C	1.4
COc1ccc(NC(=O)Cn2cnc3c(nnn3-c3ccc(C)cc3)c2=O)cc1	8.3
O=C(O)C/C=C(/NC(=O)OCc1ccccc1)C(=O)OCc1ccccc1	0.0
O=C(Cc1c(F)cccc1Cl)NCC(=O)OCc1ccccc1	6.6
Cc1cc(C(=O)N2CCc3c([nH]c4ccccc34)C2c2c(F)cccc2Cl)no1 (stereo unspecified)	9.7
CCC(C(=O)Nc1ccc2c(c1)OCCO2)c1ccccc1 (stereo unspecified)	-0.8
CCN(CC(=O)Nc1c(F)cccc1F)C(=O)CCNC(=O)c1ccc([N+](=O)[O-])cc1	4.0
CN(c1ccc(C(=O)N2CCc3ccccc3C2)cc1)S(C)(=O)=O	9.4
COc1ccc(NC(C)=O)cc1NC(=O)c1ccc(C#N)cc1	9.5
CCc1c(C)nc2cc(C)[nH]n2c1=O	-3.0
CC(C)(C)Oc1ncc(Br)c(OC(C)(C)C)n1	15.1
CCC(C)N(C(=O)COc1ccccc1C#N)C1CCS(=O)(=O)C1 (stereo unspecified)	4.1
O=C(COC(=O)CNC(=O)c1ccccc1)NCCNC(=O)COC(=O)CNC(=O)c1ccccc1	2.6
CO[C@@H]1CN(C)C(=O)c2ccc(NC(=O)NC(C)C)cc2OC[C@@H](C)N(Cc2ccc(-c3ccccn3)cc2)C[C@H]1C	8.0[25 µM]
CC(C)Cc1nc2oc3c(N4CCN(C)CC4)ncnc3c2c2c1CCCC2	7.2
CC1CC(N(C(=O)C2CC2)c2ccccc2)c2ccccc2N1C(=O)C1CC1 (stereo unspecified)	17.9
CCNC(=O)CCCOc1ccc(Cl)cc1Cl	-40.4
COc1cccc(-c2cnc3c(NC(C)=O)cc(-c4cccc(C(=O)NCCN(C)C)c4)cn23)c1	5.7
COc1ccc(OCC(O)CNC(=O)Nc2cccc3ccccc23)cc1 (stereo unspecified)	8.9
COc1ccc(NC(=O)CN2C(=O)NC(CC(C)C)C2=O)cc1S(=O)(=O)N1CCOCC1 (stereo unspecified)	7.3
COC(=O)c1ccc(CNC(=O)C2CCC(=O)N(C3CCCCCC3)C2)cc1 (stereo unspecified)	3.2
COc1ccccc1NC(=O)c1cc(S(=O)(=O)NC2CCCC2)ccc1F	19.2
CCC(=O)N1CC[C@H]2[C@H](CO)Nc3ccc(C#Cc4cccnc4)cc3[C@H]21	-15.4[25 µM]
O=C(C[C@H]1C=C[C@@H](NC(=O)C2CC2)[C@@H](CO)O1)NC1CCC1	-0.2
CN(C)C(CNC(=O)c1ccc(S(=O)(=O)Nc2ccccc2)cc1)c1ccco1 (stereo unspecified)	7.4
CC(=O)Nc1ccc(S(=O)(=O)Nc2nc3ccccc3nc2N2CCOCC2)cc1	-0.2
CCCC(C)NC(=O)Cc1ccccc1 (stereo unspecified)	-1.3
COc1ccc(NC(=O)CN(C)C(=O)CCc2c[nH]c3ccccc23)cc1	-1.0
Cc1ccccc1S(=O)(=O)N1[C@H](C#N)[C@@H](c2ccccc2)[C@H]1CO	13.2
CCCCn1c(N)c(N(CCOC)C(=O)CSc2nnc(-c3ccc(F)cc3)n2N)c(=O)[nH]c1=O	-3.2

A different layout for part of the listing above:
CD40 NFkB inh | Structure
-40.4 | CCNC(=O)CCCOc1ccc(Cl)cc1Cl
5.7 | COc1cccc(-c2cnc3c(NC(C)=O)cc(-c4cccc(C(=O)NCCN(C)C)c4)cn23)c1
8.9 | COc1ccc(OCC(O)CNC(=O)Nc2cccc3ccccc23)cc1 (stereo unspecified)
7.3 | COc1ccc(NC(=O)CN2C(=O)NC(CC(C)C)C2=O)cc1S(=O)(=O)N1CCOCC1 (stereo unspecified)
3.2 | COC(=O)c1ccc(CNC(=O)C2CCC(=O)N(C3CCCCCC3)C2)cc1 (stereo unspecified)
19.2 | COc1ccccc1NC(=O)c1cc(S(=O)(=O)NC2CCCC2)ccc1F
-15.4[25 µM] | CCC(=O)N1CC[C@H]2[C@H](CO)Nc3ccc(C#Cc4cccnc4)cc3[C@H]21
-0.2 | O=C(C[C@H]1C=C[C@@H](NC(=O)C2CC2)[C@@H](CO)O1)NC1CCC1
7.4 | CN(C)C(CNC(=O)c1ccc(S(=O)(=O)Nc2ccccc2)cc1)c1ccco1 (stereo unspecified)
-0.2 | CC(=O)Nc1ccc(S(=O)(=O)Nc2nc3ccccc3nc2N2CCOCC2)cc1
-1.3 | CCCC(C)NC(=O)Cc1ccccc1 (stereo unspecified)
-1.0 | COc1ccc(NC(=O)CN(C)C(=O)CCc2c[nH]c3ccccc23)cc1
13.2 | Cc1ccccc1S(=O)(=O)N1[C@H](C#N)[C@@H](c2ccccc2)[C@H]1CO
-3.2 | CCCCn1c(N)c(N(CCOC)C(=O)CSc2nnc(-c3ccc(F)cc3)n2N)c(=O)[nH]c1=O
